Screening data from PubChem BioAssay.
T cell HTS: T cell immune modulation candidate | 2C CD8+ T cell-vesicle binding, flow cytometry; hits give low values | calls only at 7 µM | 0.068% of 330,000 active | AID 2052;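 active means response, share of CD8 T cells binding vesicles, and their 90th percentile fluorescence all below set limits, cut at about 80% in these data, passing the limit was not always enough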
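Test system: purified 2C TCR transgenic mouse naive CD8+ T cells. Probe or stimulus: QL9-peptide-loaded Drosophila micro-vesicles bearing Ld, ICAM-1 and B7-1. Incubation: binding step 1.5 h, 37 °C, antibody labelling 20 min, ice. Measured by: flow cytometry of vesicle-bound cells.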
MT stabilize HCS: stabilizes microtubules in HeLa cells; HeLa tubulin immunostaining HCS, 24 h; share of cells brighter than vehicle mean+2SD; % tubulin-high responders, % at 10 µM; 0.83% of 200,000 active; AID 2205;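 active means plate Z-score above 3 for both tubulin-high and condensed-nucleus cell shares, with cell loss under 80%, at 10 µM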;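 further: anti alpha tubulin signal scored within the nucleus-defined area of each cell; some results filed as inactive read as strong as hits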
Dynein transport: blocks dynein driven cargo transport along microtubules | 3617.4 mouse cells, GR-EGFP nuclear translocation imaging; test concentration mostly 20 µM; stimulated with dexamethasone, 1 µM; hits give low values | AID 1381 | 0.47% of 220,000 active | z-score, hits read low;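 active means plate z-score of nuclear minus cytoplasmic receptor signal below a set negative limit, without overly bright fluorescence or cell loss, cut at about -3.5 in these data, passing the limit was not always enough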;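 further: z-score of nuclear minus cytoplasmic ring GR-EGFP intensity difference per well; some compounds called inactive have numbers as strong as hits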
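Buffer or medium: tet-free medium with charcoal-stripped serum / Also added: dexamethasone agonist, 1.0 µM final, for 30 min / Timing: induction 48 h, compound 1 h, agonist 30 min / Measured by: high-content fluorescence imaging after fixation / Read-out: nuclear-to-cytoplasmic GR-EGFP distribution per well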
b-catenin transl: modulators of beta-catenin nuclear translocation; HeLa beta-catenin nuclear translocation, immunofluorescence imaging; 0.3% of 190,000 active; nuclear translocation activity, % at 5 µM;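 active means nuclear translocation activity above 50% at 5 µM, with a well cell count of 50 or more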;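 further: per-cell ratio of nuclear to cytoplasmic median beta-catenin stain intensity; plate controls were DMSO negative control for no effect and GSK-3 inhibitor IX positive control for full effect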
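Test system: human HeLa cells, endogenous beta-catenin. Times: 24 h compound exposure, 37°C. Measured by: beta-catenin immunofluorescence imaging with DAPI.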
Hep lipid drop: modulators of hepatic lipid droplet formation | AML12 mouse hepatocytes, oleate lipid droplets, BODIPY imaging | inhibition, % at 6.5 µM | 0.4% of 240,000 active;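 active means lipid droplet intensity inhibited by at least 50%, with more than 500 cells counted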
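material = mouse AML12 hepatocyte cell line, fixed after treatment | also added = 100 µM oleic acid challenge | doses = compound at 6.5 µM only | schedule = overnight exposure | technique = Image-based BODIPY and DAPI two-channel analysis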
CSM14.1 death rescue: protection against thapsigargin-triggered cell killing – 384-well, CSM14.1, ATP luminescence, primary screen (AID 1222); one-dose cellular ATP content (survival), % at 20 µM; EC50 in µM for titrated hits; 190,000 tested, under 10 active; CSM14.1 thapsigargin-induced death rescue, ATP luminescence; higher % means a stronger effect;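 active means EC50 below 50 µM in the dose-response confirmation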;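 further: death triggered by thapsigargin at about 15 µM added after 2 h compound pretreatment; cell ATP read after overnight thapsigargin exposure of roughly 18 to 22 hours; normalized against plate controls of thapsigargin alone and 5% DMSO vehicle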
Autophagy mod: alters autophagy in cells; MEF GFP-LC3 puncta imaging; test concentration mostly 10 µM; calls only at 10 µM (by protocol); 0.98% of 190,000 active;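 active means percentage of spot-positive cells more than 3 SD above its plate mean, without a fluorescence outlier flag or 80% toxicity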;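 further: spot-positive cell cutoff set from DMSO-treated cells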
Insulin prom up: MIN6 insulin promoter up-regulation; MIN6 insulin promoter-GFP reporter, high-content imaging; hits give high values; z-score at 5 µM; 0.3% of 190,000 active;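 active means z-score above 3 at 5 µM with at least 500 cells counted in the well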
PhoP inhibition: PhoP-dependent GFP reporter repression – Salmonella Typhimurium, primary screen (AID 1863). S. Typhimurium PhoP-regulated promoter GFP reporter, 4 h; higher % means a stronger effect. 0.16% of 300,000 active. inhibition, % at 50 µM; hits with a dose series show IC50 in µM;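 active means inhibition over 29.93%, a cutoff 3 SD above the screen mean, later confirmed by dose response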;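 further: 0% = low Mg2+ inducing control and 100% = high Mg2+ repressing control; strong numbers were not always called active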
Dynein transport cytoplasmic EGFP: further read-out of Dynein transport, marked with its call; z-score; measured here: cytoplasmic GR-EGFP intensity; hits give high values
Dynein transport nuclear GR-EGFP: further read-out of Dynein transport, marked with its call; z-score; measured here: nuclear GR-EGFP intensity;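 lower value marks the stronger effect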
Dynein transport cell count: also measured in Dynein transport; calls as there; z-score; measured here: cell count per field
Insulin prom up cell count: recorded beside Insulin prom up, whose call it bears; cell count; measured here: cytotoxicity, nuclei count;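 total cells summed across four imaged fields per well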
Hep lipid drop cells 6.5 µM: recorded beside Hep lipid drop, whose call it bears; cell count; measured here: cell count, cytotoxicity flag;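 cells counted across two imaged fields per well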
b-catenin transl cell count 5 µM: further read-out of b-catenin transl, marked with its call; cell count; measured here: cell count, cytotoxicity flag
T cell HTS vesicle-bound %: recorded beside T cell HTS, whose call it bears; double positive events, %; measured here: CD8+ vesicle-bound cell fraction;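 binding gate set so that unloaded-vesicle control wells show 10% double positive cells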
MT stabilize HCS Hoechst-high %: recorded beside MT stabilize HCS, whose call it bears; % Hoechst-high responders; measured here: nuclear condensation Hoechst responders;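 share of cells brighter than vehicle mean plus two SD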
MT stabilize HCS cytotoxicity %: recorded beside MT stabilize HCS, whose call it bears; toxicity, %; measured here: cytotoxicity by cell density;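 0% = mean cell density of plate MIN control wells and 100% = no cells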
Autophagy mod cell loss 18 h: recorded beside Autophagy mod, whose call it bears; toxicity, %; measured here: cell loss, nuclei count;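 cell loss after 18 h compound exposure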
Numbers without * were called inactive; i = inactive; . = not tested or not shown.

SMILES	T cell HTS	T cell HTS vesicle-bound %	MT stabilize HCS	MT stabilize HCS Hoechst-high %	MT stabilize HCS cytotoxicity %	Dynein transport	Dynein transport cytoplasmic EGFP	Dynein transport nuclear GR-EGFP	Dynein transport cell count	b-catenin transl	b-catenin transl cell count 5 µM	Hep lipid drop	Hep lipid drop cells 6.5 µM	CSM14.1 death rescue	Autophagy mod	Autophagy mod cell loss 18 h	Insulin prom up	Insulin prom up cell count	PhoP inhibition
CC1CCc2c(C(=O)NCCCN3CCOCC3)csc2C1 (stereo unspecified)	i	6	5.2	2.9	6.4	-0.078	-0.18	0.24	-0.15	0.1	811	.	.	-2.6%	i	10	0.16	1054	-6%
CCN(CC)CCNC(=O)C12CC3CC(CC(C3)C1)C2	i	47	1.2	1.5	8.0	-0.53	0.17	0.021	0.39	.	.	12	753	-0.2%	i	3	-0.5	938	5%
CC(C)Oc1ccc(C2NC(=O)NC2=O)cc1 (stereo unspecified)	i	57	2.0	1.0	5.7	-0.99	-0.21	-0.35	0.76	.	.	.	.	-1.9%	i	4	-0.09	924	-7%
N#Cc1c(-c2ccc(F)cc2)noc1N	i	25	2.7	2.0	8.4	-0.34	-0.21	-0.18	2	.	.	-1	744	-0.2%	i	-3	.	.	7%
CC(Sc1nnc(-c2cccs2)n1-c1ccccc1)C(=O)NCc1ccc2c(c1)OCO2 (stereo unspecified)	i	44	3.6	2.3	9.6	-0.66	-0.28	-0.4	3.2	.	.	-3	765	0.5%	i	15	-0.79	978	-13%
NC(=O)c1nsc(C(=O)N(c2cccc(F)c2)C(C(=O)NCC2CCCO2)c2cccs2)c1N (stereo unspecified)	i	37	2.5	2.1	13	-0.31	-0.24	-0.048	0.2	1.6	805	3	713	-1.1%	i	-4	-0.01	1212	-10%
COc1ccccc1NC(=O)N(Cc1ccc2c(c1)OCO2)Cc1nc2ccccc2c(=O)[nH]1	i	57	1.0	1.7	6.2	-0.38	-0.18	-0.28	-0.024	-4.8	1192	2	798	-1.9%	i	4	-0.68	1235	-6%
CN(/C(=N/S(=O)(=O)c1ccccc1)c1ccccc1)S(=O)(=O)c1ccccc1	i	10	3.0	4.0	8.5	-0.3	-0.3	-0.53	0.46	-0.8	984	-9	476	18%	i	-9	1.1	2189	-7%
CCNc1nc(N)nc(Oc2ccc(OCC)nn2)n1	i	35	3.1	1.7	4.6	0.014	-0.2	0.039	0.097	-0.8	1180	7	764	-1.2%	i	-3	-0.81	1129	-13%
CCn1c(SCC(=O)Nc2cc(C(C)(C)C)nn2-c2ccccc2)nnc1-c1cccs1	i	61	3.1	2.4	12	0.28	-0.27	0.27	0.68	0.8	937	-15	659	-2.4%	i	-13	-0.34	1224	10%

In another format: 2 of the compounds above
> CC(C)Oc1ccc(C2NC(=O)NC2=O)cc1 (stereo unspecified)
  T cell HTS: i; T cell HTS vesicle-bound %: 57; MT stabilize HCS: 2.0; MT stabilize HCS Hoechst-high %: 1.0; MT stabilize HCS cytotoxicity %: 5.7; Dynein transport: -0.99; Dynein transport cytoplasmic EGFP: -0.21; Dynein transport nuclear GR-EGFP: -0.35; Dynein transport cell count: 0.76; b-catenin transl: .; b-catenin transl cell count 5 µM: .; Hep lipid drop: .; Hep lipid drop cells 6.5 µM: .; CSM14.1 death rescue: -1.9%; Autophagy mod: i; Autophagy mod cell loss 18 h: 4; Insulin prom up: -0.09; Insulin prom up cell count: 924; PhoP inhibition: -7%
> COc1ccccc1NC(=O)N(Cc1ccc2c(c1)OCO2)Cc1nc2ccccc2c(=O)[nH]1
  T cell HTS: i; T cell HTS vesicle-bound %: 57; MT stabilize HCS: 1.0; MT stabilize HCS Hoechst-high %: 1.7; MT stabilize HCS cytotoxicity %: 6.2; Dynein transport: -0.38; Dynein transport cytoplasmic EGFP: -0.18; Dynein transport nuclear GR-EGFP: -0.28; Dynein transport cell count: -0.024; b-catenin transl: -4.8; b-catenin transl cell count 5 µM: 1192; Hep lipid drop: 2; Hep lipid drop cells 6.5 µM: 798; CSM14.1 death rescue: -1.9%; Autophagy mod: i; Autophagy mod cell loss 18 h: 4; Insulin prom up: -0.68; Insulin prom up cell count: 1235; PhoP inhibition: -6%

Following part:
SMILES	T cell HTS	T cell HTS vesicle-bound %	MT stabilize HCS	MT stabilize HCS Hoechst-high %	MT stabilize HCS cytotoxicity %	Dynein transport	Dynein transport cytoplasmic EGFP	Dynein transport nuclear GR-EGFP	Dynein transport cell count	b-catenin transl	b-catenin transl cell count 5 µM	Hep lipid drop	Hep lipid drop cells 6.5 µM	CSM14.1 death rescue	Autophagy mod	Autophagy mod cell loss 18 h	Insulin prom up	Insulin prom up cell count	PhoP inhibition
CCCOc1ccc(C(=O)NC(=S)NCc2cccnc2)cc1	i	43	2.4	3.0	7.2	0.11	-0.22	-0.35	0.2	-2.8	530	-18	720	1.0%	i	-3	0.19	1349	5%
Cc1ccc(-c2nc(NC(=O)c3nn(C)cc3[N+](=O)[O-])sc2C)cc1C	i	23	49	2.3	71	-2.1	0.23	-0.8	0.34	32	733	7	755	-2.1%	i	81	-0.31	834	9%
CC(C)(CO)CNC(=O)CCc1nnc(CCCc2ccccc2)o1	i	58	1.7	2.5	5.5	1.3	-0.082	0.52	-1.5	-0.8	895	13	617	0.6%	i	-18	.	.	-3%
O=C(NCCc1ccccc1)C1CCN(c2nc3ccccc3o2)CC1	i	29	5.4	3.2	7.3	-0.65	-0.34	-0.17	0.32	-2.8	977	.	.	0.2%	i	4	0.28	1533	3%
Cc1ccc(S(=O)(=O)NNC(=O)C2COc3ccccc3O2)cc1C (stereo unspecified)	i	41	2.2	3.3	14	0.21	-0.21	-0.14	0.022	-0.1	1531	-1	662	-1.0%	i	-10	.	.	0%
O=C(NCc1ccc2c(c1)OCO2)Oc1ccccc1	i	34	1.8	4.9	6.0	-1.1	-0.16	-0.53	0.36	.	.	.	.	0.4%	i	7	0.37	925	10%
CCN(CC)c1ccc2c(C)c(CN3CCOCC3)c(=O)oc2c1	i	23	4.7	4.0	9.2	-0.75	-0.31	-0.22	0.77	-1.2	984	.	.	-0.8%	i	-9	0.1	1109	-3%
CCCCN(C)CCCNC(=O)c1cc(=O)[nH]c2ccc(S(=O)(=O)N3CCCCC3C)cc12 (stereo unspecified)	i	20	2.6	1.6	4.7	-0.41	-0.33	-0.28	1.1	.	.	1	691	0.9%	i	5	-0.25	1098	2%
COc1cc(-c2noc(CCCC(=O)NCc3ccco3)n2)cc(OC)c1OC	i	38	3.5	2.3	7.2	0.44	0.14	0.2	-0.82	-3.9	1223	13	729	-0.5%	i	7	-0.04	1105	-13%
Cc1cc(C)c2c(=O)cc(C(F)(F)F)oc2n1	i	22	3.4	1.7	3.7	1	-0.23	0.86	-0.55	-3.4	1106	0	705	-0.4%	i	11	0.34	1599	-1%
CCOCC(=O)OCC(=O)Nc1cc(OC)c([N+](=O)[O-])cc1C	i	33	3.2	2.0	8.0	-0.98	-0.25	-0.66	1.8	-1.1	1134	17	674	0.0%	i	14	0.37	1458	-1%
CCCOc1ccc(Cl)cc1CN1CCOCC1	i	54	1.2	1.7	7.7	-0.71	-0.028	-0.14	0.87	-1.4	1084	-18	671	-3.0%	i	5	0.61	1848	-1%
CC1CCCC(NC(=O)COC(=O)[C@@H]2CC(O)CN2S(=O)(=O)c2ccc3c(c2)OCCO3)C1C (stereo partly specified)	i	25	5.3	3.1	11	-0.82	-0.2	-0.5	0.095	-1.7	1125	-10	664	5.6%	i	-4	-0.13	1416	-6%
N#Cc1ccccc1/C=C/C(=O)N1CCOCC1	i	9	1.9	1.5	3.1	0.22	-0.26	0.69	-0.15	0.1	1063	7	741	0.4%	i	2	-0.18	1376	.
Oc1ccccc1-c1nc(NCCN2CCOCC2)c2ccccc2n1	i	45	3.8	2.9	1.9	-0.82	-0.38	-0.15	0.89	-1.6	925	.	.	-1.7%	i	-5	0.15	1072	6%
C(=N\Nc1ccccc1)/c1ccc(N2CCOCC2)cc1	i	68	3.4	1.5	7.2	0.66	-0.2	-0.11	-0.048	-0.4	1245	.	.	-1.0%	i	-10	-1.3	1439	5%
Cc1[nH]n(-c2ccccc2)c(=S)c1C=NCCCN=Cc1c(C)[nH]n(-c2ccccc2)c1=S	i	22	4.1	1.9	7.1	0.3	0.36	-0.19	0.0017	5.3	545	-22	644	1.3%	i	5	0.39	1031	24%
O=C(C1CCN(S(=O)(=O)c2ccc(Br)s2)CC1)N1CCN(C2CCCCC2)CC1	i	61	3.2	2.5	7.2	-0.047	-0.22	0.036	-0.83	-0.4	1114	-3	698	-1.1%	i	2	0.03	1261	-2%
CCCCc1c(C)nc(N)[nH]c1=O	i	43	5.0	3.8	9.2	-1.2	0.023	-0.16	-0.23	-0.9	772	.	.	-1.3%	i	-3	1.6	1352	5%
CCOc1ncccc1C(=O)Nc1ccc(Cl)c(S(=O)(=O)N2CCCC2)c1	i	25	6.3	2.0	4.2	-0.016	-0.27	0.31	0.38	-2.7	916	1	678	-0.3%	i	13	-0.07	1276	7%
Cc1ccc(-n2c(Cc3cccc4ccccc34)n[nH]c2=S)c(C)c1	i	10	1.6	1.7	11	2.1	-0.18	1.1	-0.39	-4.4	1138	-10	723	0.1%	i	25	-0.09	1685	-7%
O=C(NNC(=O)C1CCN(Cc2ccccc2)CC1)c1cccc(Cl)c1	i	36	1.2	2.3	5.7	-0.37	-0.24	-0.71	0.44	0.1	1037	-1	654	0.0%	i	21	0.18	1857	-12%
